CBFb RUNX1 block = qHTS Assay for Compounds Blocking the Interaction Between CBF-beta and RUNX1 for the Treatment of Acute Myeloid Leukemia; AID 1477, 2009; Runt-related transcription factor 1 (Homo sapiens) + Core-binding factor subunit beta …; AlphaScreen CBFb-His/RUNX1-biotin binding, biochemical; Potency, µM (titrated, usually from 59.8 µM), inactives show top-dose activity, negative = inhibition, most hits filed as inhibitors; 230,000 tested, under 10 active; also: % of control where 0% means no effect
Target sequence (Q01196 whole entry, looked up): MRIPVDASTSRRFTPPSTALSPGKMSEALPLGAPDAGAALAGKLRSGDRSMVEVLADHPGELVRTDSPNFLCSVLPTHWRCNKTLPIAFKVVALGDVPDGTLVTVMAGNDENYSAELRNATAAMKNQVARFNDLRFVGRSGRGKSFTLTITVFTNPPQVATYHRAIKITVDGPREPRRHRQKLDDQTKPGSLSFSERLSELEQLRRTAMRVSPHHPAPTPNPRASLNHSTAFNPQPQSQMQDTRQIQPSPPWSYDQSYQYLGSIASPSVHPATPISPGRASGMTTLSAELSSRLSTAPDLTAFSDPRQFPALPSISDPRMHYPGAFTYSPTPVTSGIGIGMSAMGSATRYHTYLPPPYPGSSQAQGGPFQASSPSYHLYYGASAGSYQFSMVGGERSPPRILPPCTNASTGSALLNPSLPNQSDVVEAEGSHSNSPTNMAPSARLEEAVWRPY
Target sequence (Q13951 whole entry, looked up): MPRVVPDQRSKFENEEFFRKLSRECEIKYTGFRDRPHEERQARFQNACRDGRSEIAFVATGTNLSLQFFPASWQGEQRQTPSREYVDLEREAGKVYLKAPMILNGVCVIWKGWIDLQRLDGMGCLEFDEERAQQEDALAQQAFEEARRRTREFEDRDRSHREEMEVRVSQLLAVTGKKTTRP
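Compounds were screened at multiple concentrations against a preformed CBF-beta(His)/RUNX1(biotin) complex (30 nM of each) for 15 min at room temperature, followed by 90 min with nickel and streptavidin beads and AlphaScreen reading.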
IMPase Li inh = qHTS Assay for Identifying the Cell-Membrane Permeable IMPase Inhibitors: Potentiation with Lithium | actives 0.35% (n = 210,000) | CHO-M1 cells, IP1 TR-FRET (IP-One), carbachol + lithium | Potency, µM (titrated, usually from 59.4 µM), without a hit: at the highest dose activity, negative = IMPase inhibition, actives largely listed as inhibitors;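 also: IP1 builds up when IMPase is blocked and the TR-FRET signal falls; potency is read from the fitted curve at half-maximal effect; plate controls were basal vehicle for no effect and high inhibitor control for full effect; nearly all actives have a fitted effect of over 50% in size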
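CHO-M1, 2000 cells/well, 16–30 h culture; cpd + low Li+, 30 min 37C; lysis with d2-IP1/Eu-anti-IP1 Ab, 10 min RT; TR-FRET 665/620 ratio and 620 channel; AC50 via Hill.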
NPSR antag = qHTS Assay for Antagonists of the Neuropeptide S Receptor: cAMP Signal Transduction; Q6W5P4; CHO-NPSR cells, cAMP TR-FRET, antagonist mode; Potency, µM (top dose mostly 38.3 µM), inactives show top-dose activity change, negative = inhibition, usual class: inhibitors; actives 1% (n = 220,000); AID 1461, 2008; also: potency is read from the fitted curve at half-maximal effect; % is scaled to controls: 0 for no effect and ±100 for the full control effect; nearly all actives have a fitted effect of over 50% in size; many of its hits are not listed in these tables
Target sequence (Q6W5P4 whole entry, looked up): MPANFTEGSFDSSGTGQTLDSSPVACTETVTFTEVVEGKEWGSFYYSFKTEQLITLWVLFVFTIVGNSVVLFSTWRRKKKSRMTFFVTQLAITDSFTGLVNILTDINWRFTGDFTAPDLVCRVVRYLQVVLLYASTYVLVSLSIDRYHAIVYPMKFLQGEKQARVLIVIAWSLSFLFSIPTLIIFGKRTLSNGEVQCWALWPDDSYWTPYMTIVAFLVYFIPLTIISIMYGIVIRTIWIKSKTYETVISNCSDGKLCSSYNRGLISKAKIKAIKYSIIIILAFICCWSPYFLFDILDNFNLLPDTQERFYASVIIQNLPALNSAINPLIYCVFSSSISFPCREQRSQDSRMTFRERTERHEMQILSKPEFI
Luc counter = Counterscreen for Luciferase (Kinase-Glo TM) Inhibition. Luciferin 4-monooxygenase (Photuris pensylvanica), Q27757. Kinase-Glo luciferase, ATP luminescence, 8 min. Potency, µM (titrated, usually from 38.3 µM), for the others: at the top dose activity change, negative = inhibition, hits mostly inhibitors. actives 0.28% (n = 200,000); also: potency is read from the fitted curve at half-maximal effect; % is scaled to controls: 0 for no effect and ±100 for the full control effect; nearly all actives have a fitted effect of over 60% in size
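Kinase-Glo luciferase light output from ATP and luciferin was measured with 10 uM ATP, within the enzyme's linear range. Buffer: 50 mM imidazole pH 7.2, 50 mM KCl, 7 mM MgCl2, 0.01% Tween 20, 0.05% BSA; luminescence read after 8 min at ambient temperature.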
LMNA splice mod = qHTS Assay for Modulators of Lamin A Splicing; HeLa LMNA splicing GFP/RFP minigene ratio, 48 h; Potency, µM (titrated, usually from 46.1 µM), inactives show at the top dose ratio change, negative = inhibition, usual class: inhibitors; actives 0.01% (n = 200,000); active = well fitted inhibition curve with a large enough effect in the signal ratio, with a control signal flat, not every such curve was filed as active; inconclusive = small, poorly fitted or top-dose-only effect, or effect the other way, or a change in a side signal; the % refers to the signal ratio; also: potency is read from the fitted curve at half-maximal effect; % is scaled to controls: 0 for no effect and ±100 for the full control effect
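S3 HeLa stable clones carrying a lamin A-EGFP splicing minigene plus DsRed2 were seeded at 600 cells/well in Opti-MEM with 2% FBS, pin-dosed and incubated 48 h at 37°C. Acumen cytometry (488 nm) gave the GFP/RFP total-intensity ratio.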
Epigenetic reg = Quantitative High-Throughput Screen for Regulators of Epigenetic Control; murine LDR cells, GFP reporter derepression, 30 h; Potency, µM (highest dose often 53.9 µM), without a hit: at the top dose GFP activation, usual class: activators; actives 0.2% (n = 280,000); AID 1865, 2009; also: potency is read from the fitted curve at half-maximal effect; % of control where 0% means no effect; nearly all actives have a fitted effect of over 60% in size
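In this reporter-derepression format, murine cells bearing a silenced integrated CMV-GFP locus incubate with test compound (30 h, 37 C), then are washed and imaged; fluorescent objects of 20–120 um count as induced cells.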
HTT aggregate = qHTS Multiplex Assay to Identify Dual Action Probes in a Cell Model of Huntington: Aggregate Formation (GFP); PC12 HttQ103-GFP aggregates, Acumen cytometry, 40 h; Potency, µM (titrated, usually from 46.1 µM), without a hit: at the highest dose activity change, negative = inhibition, actives largely listed as inhibitors; actives 1.1% (n = 220,000); AID 1688, 2009; also: potency is read from the fitted curve at half-maximal effect; % is scaled to controls: 0 for no effect and ±100 for the full control effect; nearly all actives have a fitted effect of over 60% in size
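Aggregate formation scored by laser-scanning cytometer (488 excitation, 500–530 emission) in lysed PC12 cells expressing Q103-GFP after 100 nM tebufenozide induction; library tested in dose series, with ATPLite reagent added in the multiplex.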
Active calls of the source: *; ? = inconclusive; . = no result given; [ ] = another dose, or the depositor's remark. Unless noted, calls follow the shape of the dose curve; as a rule, active = well fitted curve in the direction sought with a large enough effect; inconclusive = small, poorly fitted or top-dose-only effect, or another doubt; inactive = no such curve, though single readings can be large; an effect the other way counts as inactive or inconclusive.

Values run as follows: CBFb RUNX1 block | IMPase Li inh | NPSR antag | Luc counter | LMNA splice mod | Epigenetic reg | HTT aggregate
[1] CC1CCCCC1NC(=O)CSCC(=O)O (configuration not stated)
 : 0.1% | 4.7% | 15.2% | 1.5% | -7.2% | -1.9% | 5.3%
[2] CCOC(=O)C1(CC2CC2)CCN(C(=O)c2ocnc2C)CC1
 : 0.7% | 5.6% | -1.1% | -1.3% | -0.6%[46 µM] | 0.0% | -8.8%[9.22 µM]
[3] Cc1ccc(NC(=O)CCn2c(=S)oc3ccccc32)cc1
 : 5.5% | -7.1% | -10.5% | 5.6% | . | 15.8% | -6.0%
[4] Cc1sc(NC(=O)c2ccco2)nc1-c1ccc2c(c1)CC(C)N2C(=O)C1CC1 (configuration not stated)
 : -10.5% | 4.6%[38.3 µM] | ? | 1.6% | ? | 0.8% | 15.8µM*
[5] O=C(COC(=O)c1ccccc1O)Nc1ccc(S(=O)(=O)N2CCCCC2)cc1
 : -1.1% | 5.6% | -30.6% | 4.8% | -9.5%[46 µM] | -2.7% | 26.9%
[6] O=C(Oc1cccnc1)c1ccc(Cl)c(Cl)c1
 : 3.4% | 12.5%[38.3 µM] | 14.2%[46.1 µM] | -5.1% | 11.2% | -0.3% | -11.0%
[7] Cc1ccc(C)c(N2CCN(c3ccncc3N)CC2)c1
 : -1.9% | . | 41.1% | . | . | 0.1% | 18.5%[9.22 µM]
[8] c1ccc(CSc2ccc(-c3cccs3)nn2)cc1
 : 4.6% | 1.6% | -14.1% | 0.2% | -8.8% | 1.0% | 10.6%
[9] Cc1nn(CC(=O)c2ccc(Cl)s2)c(C)c1[N+](=O)[O-]
 : -4.9% | 14.3% | -8.4% | -4.4% | 4.8%[46 µM] | -3.1% | -8.1%
[10] Cc1ccc(CNC(=O)Cc2csc(Nc3nc(=S)[nH]c4ccccc34)n2)cc1
 : -4.5% | -8.1%[38.3 µM] | -5.1%[46.1 µM] | -1.5% | 4.3% | -1.1% | -4.0%
[11] COc1ccc(-c2cn[nH]c2-c2ccc(OCc3ccc([N+](=O)[O-])cc3)cc2O)cc1
 : -4.0% | 19.0% | ? | 1.2% | ? | 0.0% | 6.3%
[12] Cc1ccc(-c2nc(=S)c3c(n2Cc2ccco2)CC(C)(C)OC3)cc1
 : 0.0% | 3.98µM* | -10.4%[46.1 µM] | -3.6% | -0.4%[0.0737 µM] | -1.2% | ?
[13] Brc1c(CSc2nncn2-c2ccccc2)nc2sccn12
 : 1.3% | 1.5%[38.3 µM] | -7.6%[46.1 µM] | -1.1% | -10.3% | 3.5% | 10.1%
[14] Oc1ccc2ccccc2c1CN1CCOCC1
 : -7.7% | . | -14.9% | . | . | 10.7% | 2.0%[9.22 µM]
[15] c1ccc(N2CCN(c3ccccc3)C2c2cccs2)cc1
 : 5.9% | 37.1%[activator][38.3 µM] | -20.2%[46.1 µM] | -1.3% | -0.6% | -1.0% | -18.7%
[16] O=C(c1ccncc1)N1CCN(C(=O)c2ccco2)CC1
 : -4.8% | 12.1%[38.3 µM] | -6.0%[46.1 µM] | 2.3% | 0.5% | 0.0% | 1.0%
[17] CCS(=O)(=O)NCC(c1cccnc1)N1CCN(c2ccc(OC)cc2)CC1 (configuration not stated)
 : -1.1% | 7.0% | -0.2% | -2.8% | 21.1%[9.22 µM] | -1.6% | -9.6%
[18] C/C(N)=C(/C#N)C(=O)COC(=O)c1ccccc1C(=O)c1ccc(C)cc1
 : 0.6% | 6.2% | -5.1% | -1.8% | -10.0%[9.22 µM] | -0.2% | 15.3%
[19] Cc1ccccc1S(=O)(=O)NCc1cccnc1
 : 2.7% | 1.7% | 10.3% | -0.3% | 1.4% | -6.9% | -1.1%
[20] CCOC(=O)c1ccc(N2C(=O)CC(NC3CCN(C(=O)c4ccc(F)cc4)CC3)C2=O)cc1 (configuration not stated)
 : -0.2% | 0.4% | -4.3%[46.1 µM] | -1.2% | -3.6% | 0.0% | -12.9%
[21] CCOc1ccc(CCNC(=O)c2cc3sc(Cl)cc3n2C)cc1OCC
 : 2.3% | 27.7%[38.3 µM] | ? | -3.4% | -18.0% | -1.0% | 24.2%
[22] Cc1cc(C)nc(Nc2nc3ccccc3o2)n1
 : -0.7% | . | 0.4% | . | . | 0.0% | -5.5%[9.22 µM]
[23] CCOc1ccc2[nH]c(=O)c(CN(CCN3CCOCC3)Cc3nnnn3C(C)(C)CC)cc2c1
 : 1.5% | -1.7%[38.3 µM] | -7.1%[46.1 µM] | 9.1% | 3.2% | 0.0% | -6.1%
[24] Cc1cc(C)n(-c2ccc(C(=O)Nc3ccc4c(c3)OCO4)cc2)n1
 : -0.2% | -4.0%[38.3 µM] | -19.9%[46.1 µM] | -12.3% | -9.2% | -4.3% | -7.2%
[25] CC1CCCC(NC(=O)c2ccc(CNc3c(N4CCCC4)c(=O)c3=O)cc2)C1C (configuration not stated)
 : 4.8% | 6.2%[38.3 µM] | -18.5%[46.1 µM] | 1.3% | ? | 0.0% | -10.0%
[26] CC12CCC(C(=O)Nc3cccnc3)(CC1=O)C2(C)C (configuration not stated)
 : 1.9% | 18.8%[38.3 µM] | 0.2%[46.1 µM] | -0.1% | 3.6% | -1.1% | -8.9%
[27] COc1cccc(C(=O)Nc2ccccc2C(=O)N2CCCC2)c1
 : 4.5% | 8.0%[38.3 µM] | -26.6%[46.1 µM] | 2.7% | 2.3% | -0.2% | ?
[28] O=C(C1=C(O)C(=O)N(CCN2CCOCC2)C1c1cccnc1)c1cc2ccccc2o1 (configuration not stated)
 : 4.3% | 10µM* | 13.8%[46.1 µM] | -2.7% | -5.8% | -1.1% | 16.9%
[29] COc1ccc(C2CCCN2C(=S)Nc2cccc(C)c2C)cc1OC (configuration not stated)
 : 1.8% | -6.3% | -7.1% | . | . | -0.2% | -5.6%
[30] Cc1ccc(NC(=O)C(=O)NCC2CCN(C(=O)c3cccc([N+](=O)[O-])c3)CC2)cc1
 : 13.8% | 7.3% | 29.4% | -0.5% | 3.1%[46 µM] | -8.7% | 9.7%[9.22 µM]
[31] CCN(CCCNC(=O)CCNC(=O)Cn1cnc2ccccc2c1=O)c1ccccc1
 : -3.1% | . | -13.2%[46.1 µM] | . | 2.8% | 0.2% | -28.1%
[32] CCN1CCc2nc(NC(=O)c3ccccc3)sc2C1
 : 4.1% | -1.2%[38.3 µM] | -10.7%[46.1 µM] | -6.1% | 8.5% | 0.0% | 23.1%
[33] O=[N+]([O-])/C(C(Cl)=C(Cl)Cl)=C(/NC1CC1)Sc1ccccc1
 : 3.5% | -2.0% | 8.1% | -0.3% | . | -1.2% | -3.2%
[34] O=C(Nc1cccc(C(F)(F)F)c1)C(Sc1cccc[n+]1[O-])c1ccccc1 (configuration not stated)
 : -2.0% | -7.7% | -11.3% | -1.7% | 9.9% | -3.8% | -3.1%
[35] CCCc1cc(=O)[nH]c(SCCN2C(=O)c3ccccc3C2=O)n1
 : 4.0% | 7.6% | -3.3% | 2.4% | 5.4%[46 µM] | 9.1% | 29.0%
[36] COc1ccc(C)cc1NC(=O)c1nnn(Cc2cccc(C(F)(F)F)c2)c1N
 : 2.7% | -25.2% | -9.6% | 1.1% | ? | -1.1% | 15.9%
[37] O=C(CN1CC(c2ccccc2)CC1=O)Nc1ccc2c(c1)OCO2 (configuration not stated)
 : 2.8%[2.36 µM] | -2.2% | 5.4% | -6.1% | -7.3% | 4.0% | 19.6%
[38] O=C(CSc1nc2[nH]ncc2c(=O)n1-c1ccccc1Cl)N1CCCC1
 : 3.1% | 3.9% | 21.3% | 0.8% | 5.1%[46 µM] | -2.4% | 3.3%
[39] CCOc1c2ccc(C(=O)NCc3cc(C(F)(F)F)cc(C(F)(F)F)c3)cc2nn1C
 : 5.5% | -3.2%[38.3 µM] | -17.1%[46.1 µM] | -3.5% | -7.0% | 0.0% | -26.2%
[40] CCN(Cc1ccccc1)c1ccc(N=Nc2nn(C)c(C)c2[N+](=O)[O-])cc1
 : . | 6.5% | -16.9% | -7.6% | ? | -3.2% | 26.7%
[41] NS(=O)(=O)c1ccc(NC(=S)Nc2nn(Cc3ccc(Cl)cc3Cl)cc2Cl)cc1
 : 3.4% | 9.6% | ? | 4.3% | -19.5% | 1.9% | -10.3%
[42] Cn1cnc2c1c(=O)n(Cc1cccc(Br)c1)c(=O)n2C
 : 1.2% | 6.0%[38.3 µM] | -16.7%[46.1 µM] | 1.9% | -4.2% | 0.0% | -21.5%
[43] Cc1ccc(C(=O)NCCSc2snnc2C)cc1
 : 16.5% | 17.7%[38.3 µM] | 29.8%[46.1 µM] | 0.9% | 0.6% | 1.5% | ?
[44] CCOc1ccc(C(=O)NC(=S)Nc2cccc(S(=O)(=O)NC3=NCCC3)c2)cc1
 : -1.0% | 8.3% | 3.1% | 0.3% | ? | 9.5% | 9.9%
[45] O=C(COC(=O)c1nc(-c2ccccc2)n(-c2cccc(C(F)(F)F)c2)n1)NCc1cccs1
 : -3.2% | 4.3% | 3.2% | -0.9% | -1.4% | 2.0% | -10.3%
[46] O=C(CSc1nnc(-c2cccc(S(=O)(=O)N3CCCCC3)c2)o1)NCCC1=CCCCC1
 : -4.2% | 13.1%[38.3 µM] | -11.3%[46.1 µM] | -1.5% | 3.6% | 5.2% | 14.1%
[47] Cc1ccc(C2CC2c2n[nH]c(=S)n2-c2ccc(C)cc2)cc1 (configuration not stated)
 : -5.0% | 14.9%[38.3 µM] | -19.1%[46.1 µM] | -4.6% | -5.6% | 3.5% | 21.3%
[48] COc1ccc(NC(=O)C2C3C=CC(C3)C2C(=O)NCc2ccccn2)c(OC)c1 (configuration not stated)
 : -0.3% | 0.7% | 0.6%[46.1 µM] | 0.2% | -12.7% | -1.0% | 20.0%
[49] Cc1noc(C)c1CSCC(=O)OCC(=O)N1CC(=O)Nc2ccccc21
 : 8.2% | 5.3%[38.3 µM] | -2.2%[46.1 µM] | -0.2% | -2.7% | 2.9% | 7.7%

Source: PubChem (National Center for Advancing Translational Sciences (NCATS))

The list is partial. The share of hits here may be higher or lower than overall.
